TCR act: T cell receptor activation; primary human leukocytes, anti-CD3, IL-2 HTRF, 48 h; Potency, µM (series often up to 9.22 µM), for inactives: at the top dose activation of IL-2 secretion, actives largely listed as activators; 330,000 tested, under 10 active; also: % of control where 0% means no effect
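Primary human leukocytes were stimulated with a-CD3 beads plus compounds for 48 hr without co-stimulation; secreted IL-2 was quantified by HTRF using a-IL-2-K (europium cryptate) and a-IL-2-d2, excited at 320nm with acceptor emission read at 665nm.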
MBNL1 CUG block: inhibitors of human MBNL1 binding to CUG repeat RNA; Q9NR56; TR-FRET MBNL1-His/biotin-(CUG)12 binding, 665/545 ratio; Potency, µM (doses to about 57.5 µM), inactives show at the highest dose activity change, negative = inhibition, most hits filed as inhibitors; hit rate 0.036% among 280,000; AID 2675; active = well fitted inhibition curve with a large enough effect in the signal ratio, with a control signal flat, not every such curve was filed as active; inconclusive = small, poorly fitted or top-dose-only effect, or effect the other way, or a change in a side signal; inactive = no such curve, though single readings can be large or run the other way; the % refers to the signal ratio; also: potency is read from the fitted curve at half-maximal effect; % is scaled to controls: 0 for no effect and ±100 for the full control effect
Target sequence (Q9NR56 whole entry, looked up): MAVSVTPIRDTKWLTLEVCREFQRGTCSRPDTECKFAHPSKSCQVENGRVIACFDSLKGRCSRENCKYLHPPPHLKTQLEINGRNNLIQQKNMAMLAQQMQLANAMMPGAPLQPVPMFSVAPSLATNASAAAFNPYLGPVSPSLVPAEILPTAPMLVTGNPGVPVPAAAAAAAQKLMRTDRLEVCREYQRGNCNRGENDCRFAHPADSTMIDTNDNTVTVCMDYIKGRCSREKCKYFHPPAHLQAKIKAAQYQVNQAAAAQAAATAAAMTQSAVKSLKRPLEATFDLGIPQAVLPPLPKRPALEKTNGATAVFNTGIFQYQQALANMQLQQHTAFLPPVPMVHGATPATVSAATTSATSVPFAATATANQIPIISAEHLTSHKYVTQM
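Ratiometric TR-FRET (665 over 545 nm, excitation 340 nm) tracks disruption of MBNL1-His/biotin-(CUG)12 complex after 60 min at room temperature, with compounds at 92 nM to 58 uM final.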
Menin MLL FP TR: menin-MLL binding inhibition, Texas Red mutant peptide. Menin + Texas Red MLL mutant peptide, fluorescence polarization. Potency, µM (highest dose often 61.6 µM), for the others: at the highest dose FP activity change, negative = inhibition, hits mostly inhibitors. hit rate 0.23% among 270,000. AID 1768; active = well fitted inhibition curve with a large enough effect in the polarisation, with a control signal flat, not every such curve was filed as active; inconclusive = small, poorly fitted or top-dose-only effect, or effect the other way, or a change in a side signal; inactive = no such curve, though single readings can be large or run the other way; the % refers to the polarisation; also: potency is read from the fitted curve at half-maximal effect; % of control where 0% means no effect; many of its hits are not listed in these tables
Target sequence (O00255 whole entry, looked up): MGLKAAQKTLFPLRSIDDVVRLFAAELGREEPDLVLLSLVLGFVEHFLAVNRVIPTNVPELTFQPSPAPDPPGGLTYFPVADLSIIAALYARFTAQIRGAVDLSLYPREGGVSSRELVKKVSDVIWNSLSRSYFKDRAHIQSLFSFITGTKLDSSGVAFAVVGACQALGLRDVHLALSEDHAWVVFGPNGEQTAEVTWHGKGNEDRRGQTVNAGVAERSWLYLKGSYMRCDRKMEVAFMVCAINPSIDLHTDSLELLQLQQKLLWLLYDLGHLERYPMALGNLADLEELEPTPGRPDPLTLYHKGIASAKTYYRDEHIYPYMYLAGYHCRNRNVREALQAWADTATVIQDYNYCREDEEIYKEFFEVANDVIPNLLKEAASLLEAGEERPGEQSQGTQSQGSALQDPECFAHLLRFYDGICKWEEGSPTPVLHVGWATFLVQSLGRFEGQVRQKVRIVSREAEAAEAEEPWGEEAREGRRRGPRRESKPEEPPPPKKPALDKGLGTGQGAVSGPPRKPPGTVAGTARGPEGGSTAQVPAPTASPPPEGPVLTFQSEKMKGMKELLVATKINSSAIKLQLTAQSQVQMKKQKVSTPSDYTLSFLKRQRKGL
TSHR antagonist: human thyrotropin receptor antagonism; TSHR-expressing cells, TSH-stimulated cAMP HTRF, 2 h; active compounds read low; activity change, negative = inhibition, % at 11.5 µM; hit rate 0.2% among 330,000;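 active = activity change below a set negative limit, meaning inhibition stronger than a set level, cut at about -70% in these data; inconclusive = activity change between two set negative limits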; also: % is scaled to controls: 0 for no effect and ±100 for the full control effect
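TSHR-expressing cells were treated with compounds, then stimulated with TSH at EC80 (4nM final) for 2 hours at 37 deg C. Cellular cAMP was measured by HTRF competition between lysate cAMP and cAMP-d2 for a cryptate-labelled anti-cAMP antibody.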
Mito fusion yeast: mitochondrial division inhibition or fusion activation. S. cerevisiae fusion-defective mutant growth rescue, CellTiterGlo 48 h. Potency, µM (doses to about 46.1 µM), for inactives: at the top dose growth rescue (activation), usual class: activators. hit rate 0.23% among 320,000;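 also: potency is read from the fitted curve at half-maximal effect; % of control where 0% means no effect; nearly all actives have a fitted effect of over 45% in size; temperature-sensitive fusion mutants such as fzo1-1 at 37 °C on non-fermentable ethanol glycerol medium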
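Read-out: ATP-based luminescence (CellTiterGlo, 10 min ambient) reporting growth of fusion-defective ts yeast after 48 hours at 37C on glycerol/ethanol YPEG medium in the presence of compound.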
A-T KAP1 phos: potential ataxia-telangiectasia treatment; […] A-T fibroblasts, KAP-1 phosphorylation AlphaLISA; neocarzinostatin DNA damage 30 min before lysis; Potency, µM (series often up to 57.5 µM), without a hit: at the top dose activation, hits mostly activators; hit rate 0.19% among 320,000; also: potency is read from the fitted curve at half-maximal effect; % of control where 0% means no effect; nearly all actives have a fitted effect of over 45% in size
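hTERT-immortalized A-T patient fibroblasts ([…]), 500 cells/well in OPTI-MEM, 1% FBS, got compounds for 60 min, then NCS for 30 min at 37C. Lysates were then assayed for phospho-KAP-1 by AlphaLISA (anti-pKAP1 donor, anti-KAP1 acceptor beads), 6 hr at 25C.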
S-ASM inh: inhibitors of human secretory acid sphingomyelinase | hit rate 0.006% among 340,000 | P17405 | Potency, µM (highest dose often 57.5 µM), without a hit: at the highest dose activity change, negative = inhibition, actives largely listed as inhibitors | placental ASM, HMU-PC fluorogenic substrate, 60 min; also: potency is read from the fitted curve at half-maximal effect
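qHTS format. ASM enzyme prepared from human placenta hydrolyses the fluorogenic substrate HMU-PC0 (9 uM final) over 60 min at 37 °C after a 10 min compound preincubation.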
a7 integrin act: integrin-mediated muscular dystrophy alleviation activation; alpha7betagal myoblasts, beta-gal FDG fluorescence, 48 h; Potency, µM (highest dose often 38.3 µM), without a hit: at the top dose activation, hits mostly activators; hit rate 0.064% among 350,000; AID 624291;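 also: potency is read from the fitted curve at half-maximal effect; 100% = response of the positive control SU9516; nearly all actives have a fitted effect of over 60% in size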
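alpha7betagal+/- myoblasts (passage 13, 250/well) treated 48 h at 37C with compounds at 1:260 dilution of DMSO stock. Lysed, then beta-galactosidase activity read as FDG fluorescence (ex 480/em 540) after 30 min, with pre-read for autofluorescence.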
MLL CXXC-DNA inh: blocks binding of human MLL CXXC domain to DNA; Q03164; MLL-CXXC / FITC-HOXA9 DNA fluorescence polarization; Potency, µM (highest dose often 115 µM), for the others: top-dose activity change, negative = inhibition, actives largely listed as inhibitors; hit rate 0.037% among 290,000; active = well fitted inhibition curve with a large enough effect in the polarisation, with a control signal flat, not every such curve was filed as active; inconclusive = small, poorly fitted or top-dose-only effect, or effect the other way, or a change in a side signal; inactive = no such curve, though single readings can be large or run the other way; the % refers to the polarisation; also: potency is read from the fitted curve at half-maximal effect
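Fluorescence polarization: 7 uM MLL-CXXC (stock) preincubated 5 min with compounds, then 50 nM fluorescein-HOX-A9 DNA (stock) added; 30 min ambient. Buffer 50 mM Tris-HCl pH 7.5, 50 mM NaCl, 1 mM DTT, 0.05% BSA.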
PTAP TSG101 blk: blocks PTAP/TSG101 interaction to inhibit HIV-1 budding. Q99816. Fluorescence polarization, FITC-PTAP peptide / Tsg101 binding. 340,000 tested, under 10 active. Potency, µM (top dose mostly 115 µM), for inactives: at the top dose activity change, negative = inhibition, most hits filed as inhibitors; active = well fitted inhibition curve with a large enough effect in the main read-out, with a control signal flat, not every such curve was filed as active; inconclusive = small, poorly fitted or top-dose-only effect, or effect the other way, or a change in a side signal; inactive = no such curve, though single readings can be large or run the other way; also: potency is read from the fitted curve at half-maximal effect; % of control where 0% means no effect
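Fluorescence polarization binding of Tsg101 binding domain (10 uM final) to FITC-labeled PTAP peptide (50 nM final) in HEPES pH 7.5 buffer with NaCl, Tween 20, EDTA, TCEP. Compounds added before peptide; binding 20 min at RT.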
The depositor's hits bear a star; i = inactive; ? = inconclusive; · = not tested or not shown; [ ] = remark or other dose. Unless noted, calls follow the shape of the dose curve; as a rule, active = well fitted curve in the direction sought with a large enough effect; inconclusive = small, poorly fitted or top-dose-only effect, or another doubt; inactive = no such curve, though single readings can be large; an effect the other way counts as inactive or inconclusive. Some of the compounds tested; rates above refer to the full screens.

SMILES	TCR act	MBNL1 CUG block	Menin MLL FP TR	TSHR antagonist	Mito fusion yeast	A-T KAP1 phos	S-ASM inh	a7 integrin act	MLL CXXC-DNA inh	PTAP TSG101 blk
CCOc1ccccc1N1CCN(CC(=O)Nc2ncc(C)s2)CC1	-3%	1%	-8%	-13	-3%	12%	3%	-19%	-14%	-8%
Cc1ccc(C(CC(=O)O)Nc2nc(N3CCCCC3)nc(N3CCCCC3)n2)cc1 (stereo not drawn)	0%	-6%	-1%	-5	-1%	-3%	0%	5%	-1%	0%
CCOc1ccccc1NC(=O)C1CCCCN1S(=O)(=O)c1ccc(F)cc1 (stereo not drawn)	·	1%	-18%	6	6%	-1%	-1%	21%	-6%	-11%
Cc1ccc(C)c(S(=O)(=O)Nc2ccc(S(=O)(=O)Nc3ncccn3)cc2)c1	·	·	·	-11	-2%	-1%	-1%	0%	·	-4%
COc1cc(OC)cc(C(=O)NCc2ccc3c(c2)OCO3)c1	-2%	-4%	-1%	14	-1%	4%	12%	7%	20%	-1%
Cc1c(=O)n(OCc2ccccc2)c2ccccc2[n+]1[O-]	12%	?	-1%	-11	-1%	7%	4%	?	11%	-5%
Cc1cc(N2C(=O)C(O)=C(C(=O)c3ccc(C)o3)C2c2ccc(OCc3ccccc3)cc2)no1 (stereo not drawn)	-7%	48%[activator]	·	-17	-1%	-1%	11%	7%	3%	0%
Cn1ccsc1=NC(=O)c1ccc(OC(F)(F)F)cc1	-1%	2%	19%	-3	?	-3%	5%	-11%	-27%	-6%
CCOC(=O)C1CCCN(CC(=O)N(C)c2c(N)n(Cc3ccccc3)c(=O)[nH]c2=O)C1 (stereo not drawn)	·	·	·	-7	·	-1%	8%	0%	·	0%
COc1ccc(/C=N/NC(=O)C(C)n2cnc3ccccc3c2=O)cc1OC (stereo not drawn)	-6%[46.1 µM]	16%	2%	6	-5%	6%	6%	-20%	4%	-2%
Cn1ncc(Cl)c1C(=O)Nc1ccc(CN2CCCCC2)cc1	-4%	2%	-5%	11	2%	14%	4%	-16%	-3%	-4%
COc1cc([N+](=O)[O-])ccc1NC(=O)COC(=O)c1c[nH]c(=O)[nH]c1=O	0%	·	·	1	·	-3%	-4%	-17%	·	0%
CCCC/C=C/[C@H](c1ccccc1)[C@H](CO)Cc1cccnc1	-2%	·	-14%	·	·	·	0%	-41%	·	-3%
COc1ccc2c(c1)nc(CN1CCN(CCO)CC1)n2C	5%	0%	0%	21	-1%	3%	7%	4%	4%	-2%
CC(C)C(=O)N(c1ccc2oc(=O)sc2c1)S(=O)(=O)c1cccs1	-6%	12%	7%	-13	-8%	-4%	0%	-42%	-3%	-2%
Cc1nnc(SCC(=O)NC(=O)NC(C)(C)C)n1N	·	-1%	10%	-4	1%	5%	-1%	-6%	-4%	-1%
O=C(c1ccc2ncsc2c1)N1CCN(c2ccc(O)cc2)CC1	0%	-9%	-11%	-3	0%	-5%	-1%	-28%	2%	-4%
COc1ccc(CC(=O)N2CCN(c3cccc(C)c3C)CC2)cc1	·	-3%	-24%	-12	4%	6%	-4%	-16%	-1%	-11%
COc1ccc(CN2C(=O)Cc3c2nc(N)c2c(N)nc(N4CCOCC4)c(C#N)c32)cc1	-8%	26%	·	-4	-7%	1%	192%[activator]	5%	14%	-3%
CCN(CC)CCCNC(=O)CSc1nc(-c2ccc(F)cc2)cc(C(F)(F)F)n1	9%	-3%	6%	-28	-2%	0%	0%	-59%[inhibitor]	-7%	2%
CC(C)(C)P(=O)(CO)c1ccccc1 (stereo not drawn)	-5%	1%	0%	-2	1%	-11%	-1%	?	-1%	-1%
Nc1nc(-c2ccco2)c(-c2ccco2)s1	6%	18%	?	-15	-6%	-6%	2%	17%	16%	1%
CNS(=O)(=O)c1cccc(C(=O)OCc2cc(=O)oc3c(C)c(O)ccc23)c1	-5%	13%	13%	-33	4%	3%	135%[activator]	-13%	25%	-2%
Cc1cc(N2C(=O)C(O)=C(C(=O)c3ccc(C)o3)C2c2cccc(Oc3ccccc3)c2)no1 (stereo not drawn)	6%	54%[activator]	29%	4	7%	-14%	7%	-15%	-3%	-12%
CCOc1ccccc1C(=O)N1CCN=C1SCc1cccnc1	-7%	-2%	-3%	-3	2%	-1%	4%	-23%	1%	-7%

(cont.)
SMILES	TCR act	MBNL1 CUG block	Menin MLL FP TR	TSHR antagonist	Mito fusion yeast	A-T KAP1 phos	S-ASM inh	a7 integrin act	MLL CXXC-DNA inh	PTAP TSG101 blk
COc1cc2c(cc1NC(=O)CSc1cccc[n+]1[O-])oc1ccccc12	1%[46.1 µM]	1%	6%	6	6%	5%	90%	-13%	10%	-1%
CC(C)(C)c1ccc(C(=O)Nc2ccc(O)c3c(=O)cc(-c4cccc(Cl)c4)oc23)cc1	-9%	0%	·	-1	19%	3%	-8%	-16%	-7%	6%
CCS(=O)(=O)N1Cc2ccccc2CC1C(=O)NCCc1ccccc1 (stereo not drawn)	-1%	0%	54%[activator]	-2	2%	2%	-2%	-12%	7%	-4%
COc1ccccc1C1/C(=C(/O)c2ccccc2)C(=O)C(=O)N1CCO (stereo not drawn)	3%	1%	17%	-4	0%	8%	4%	2%	21%	-1%
CCN1Cc2c(cc(OC)c(OC)c2OC)-c2ccccc2S1(=O)=O	3%[46.1 µM]	·	·	-6	·	-1%[11.5 µM]	6%	13%	·	2%
CCn1cc(CNC(=O)c2cccc([N+](=O)[O-])c2)c(C)n1	5%[46.1 µM]	28%	3%	3	-6%	2%	4%	1%	2%	-1%
O=C(CN1CCN(c2ccc(F)cc2)CC1)c1ccc2c(c1)OCO2	-7%	5%	-23%	-1	0%	-10%	-3%	-17%	7%	-1%
Cc1cccc(C)c1NC(=O)C(c1cccs1)N(Cc1ccco1)C(=O)Cn1nnc2ccccc21 (stereo not drawn)	8%	-2%	-13%	-2	3%	5%	-1%	-18%	10%	1%
COc1ccccc1NC(=O)c1ccc(NC(=O)COC(=O)c2cncc(Br)c2)cc1	3%	·	·	·	·	27%	-11%	5%	·	-3%
Cc1ccc(S(=O)(=O)c2nc(C)oc2NCc2ccccc2)cc1	·	-3%	12%	2	1%	-2%	·	·	-1%	·
N#Cc1cc2c(nc1SCC(=O)Nc1sc3c(c1C#N)CCC3)CCCCCC2	·	75%[activator]	-8%	-4	-2%	-3%	-6%	22%	10%	-3%
CC(C)(C)c1ccc(C(=O)NCCNC(=O)c2ccco2)cc1	1%	-6%	0%	7	-11%	1%	0%	-23%	0%	-3%
CC(OC(=O)c1cccs1)C(=O)NC1CCCCC1C (stereo not drawn)	14%	·	·	-5	6%	3%	3%	-2%	·	-5%
COC(=O)CSc1nnc(-c2ccccc2O)n1-c1ccc(C)cc1	·	-8%	-4%	-30	-3%	-7%	3%	-2%	-9%	-9%
Cc1ccc2c(c1)C(c1ccccc1)N(C(=O)c1cccc([N+](=O)[O-])c1)CC(=O)N2 (stereo not drawn)	3%	?	?	0	3%	0%	3%	-14%	5%	-11%
CC(C)CN1CC(Br)C(=O)NC1=O (stereo not drawn)	0%	·	·	·	·	·	0%	-26%	·	-2%
O=C(NNC(=O)c1cccs1)c1ccc(Cl)nc1	0%	·	·	2	-3%	2%	1%	9%	·	-3%
COc1ccccc1CCc1nnc(CCC(=O)NC(C)Cn2nc(C)cc2C)o1 (stereo not drawn)	-1%	-5%	0%	6	4%	-3%	3%	-13%	7%	0%
COC(=O)CSc1cc(C(F)(F)F)nc(-c2ccccn2)n1	2%	-1%	7%	-11	-1%	2%	0%	5%	-11%	-7%
COc1ccc(/C=C2\SC(=S)N(CCC(=O)NC3=NCCS3)C2=O)cc1OC	-2%[46.1 µM]	?	11%	-6	-2%	0%	-2%	-11%	12%	8%
COc1cc(C(=O)NC(=S)Nc2ccccc2N2CCOCC2)cc(OC)c1OC	-3%	-3%	·	-16	2%	5%	-5%	-5%	-8%	1%
O=C(C1CCCN(Cc2ccccc2[N+](=O)[O-])C1)N1CCCC1 (stereo not drawn)	-7%	11%	-28%	-6	10%	-2%	-1%	-19%	0%	-4%
CC(C)CC(=O)Nc1ccc(-c2cn3cccnc3n2)cc1	-12%	?	-3%	-5	0%	7%	i	10%	12%	-4%
S=c1nc[nH]c2c1cnn2-c1ccccc1	·	·	·	7	4%	-9%	1%	-4%	-8%	-10%

Source: PubChem BioAssay
